# Screening results: PubChem, National Center for Advancing Translational Sciences (NCATS)
# EPAC1 ag = EPAC1 (human) agonism; O95398; EPAC1 agonist qHTS, biochemical assay; response scale: 100% = response to 6.5 mM cAMP; Potency, µM (titrated, usually from 154 µM), for the others: at the top dose activation, most hits filed as activators; 360,000 tested, 0.073% active; AID 720707; also: nearly all actives have a fitted effect of over 60% in size
#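 Nucleotide exchange assay: 100 nM EPAC1 with 250 nM Rap1B loaded with BODIPY-GDP and 50 uM GDP, room temperature. Fluorescence (480/540 nm) read every 5 min for 30 min; signal change normalized to 6.5 mM cAMP as full agonist.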
# EPAC2 antagonist = blocks human EPAC2 exchange factor | 360,000 tested, 0.18% active | Potency, µM (top dose mostly 114 µM), for the others: at the top dose activity, negative = inhibition, usual class: inhibitors | EPAC2 GEF exchange of Rap1B-BODIPY-GDP, fluorescence | Q8WZA2; also: % is scaled to controls: 0 for no effect and ±100 for the full control effect; nearly all actives have a fitted effect of over 45% in size; many of its hits are not listed in these tables
# Target sequence (Q8WZA2 whole entry, looked up): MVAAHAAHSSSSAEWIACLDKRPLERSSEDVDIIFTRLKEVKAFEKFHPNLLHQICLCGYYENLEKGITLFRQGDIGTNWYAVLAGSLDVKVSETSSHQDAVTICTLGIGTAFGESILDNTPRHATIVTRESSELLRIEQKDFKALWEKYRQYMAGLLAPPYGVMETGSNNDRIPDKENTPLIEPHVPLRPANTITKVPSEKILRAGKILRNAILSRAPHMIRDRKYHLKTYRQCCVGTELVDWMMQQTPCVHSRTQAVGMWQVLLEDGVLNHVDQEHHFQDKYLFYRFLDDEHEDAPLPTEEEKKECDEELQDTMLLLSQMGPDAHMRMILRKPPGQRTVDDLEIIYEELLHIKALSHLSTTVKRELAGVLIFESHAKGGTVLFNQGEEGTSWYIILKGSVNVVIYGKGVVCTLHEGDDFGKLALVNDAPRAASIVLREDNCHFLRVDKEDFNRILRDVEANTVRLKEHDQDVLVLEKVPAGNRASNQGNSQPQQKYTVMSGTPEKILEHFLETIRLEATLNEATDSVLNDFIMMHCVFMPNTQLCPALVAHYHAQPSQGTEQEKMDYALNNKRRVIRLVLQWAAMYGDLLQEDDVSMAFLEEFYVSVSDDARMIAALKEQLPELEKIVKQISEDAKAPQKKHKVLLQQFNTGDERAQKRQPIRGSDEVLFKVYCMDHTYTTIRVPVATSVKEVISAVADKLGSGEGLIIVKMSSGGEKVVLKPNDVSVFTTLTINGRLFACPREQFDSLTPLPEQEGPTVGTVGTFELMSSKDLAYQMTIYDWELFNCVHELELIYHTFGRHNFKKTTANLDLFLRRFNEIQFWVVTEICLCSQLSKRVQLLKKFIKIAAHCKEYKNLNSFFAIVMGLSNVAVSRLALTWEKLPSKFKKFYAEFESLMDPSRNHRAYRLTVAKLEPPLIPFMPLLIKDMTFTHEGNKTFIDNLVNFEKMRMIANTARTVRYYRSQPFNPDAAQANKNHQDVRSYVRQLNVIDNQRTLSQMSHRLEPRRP
# FUS suppressor = rescues growth of FUS-expressing yeast | S. cerevisiae FUS-expressing, growth rescue, OD600, 24 h | Potency, µM (highest dose often 76.6 µM), inactives show at the highest dose growth rescue (activation), usual class: activators | 390,000 tested, 0.24% active;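 also: plate controls were DMSO vehicle for no effect and reference control for full effect; nearly all actives have a fitted effect of over 55% in size; some results filed as inactive show a strong effect at the top dose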
#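 Compound concentration series was pinned onto galactose-induced FUS-expressing yeast seeded at OD 0.005. Plates sat 24hr at 30C; absorbance at 600 nm gave growth. DMSO served as background control.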
# EPAC2 agonist = agonists of human EPAC2 (RAPGEF4); EPAC2 activation, biochemical qHTS; response scale: 100% = 6.5 mM cAMP response; 360,000 tested, 0.079% active; Q8WZA2; Potency, µM (titrated, usually from 154 µM), for inactives: at the highest dose activation, most hits filed as activators; also: nearly all actives have a fitted effect of over 50% in size
#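 qHTS, titration series. 100 nM EPAC2 / 250 nM Rap1B-BODIPY-GDP / 50 uM GDP; RT; ex 480/em 540 nm, 5-min reads to 30 min. Norm. to 6.5 mM cAMP = activation.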
# PTHR1 agonist = PTHR1 (human) receptor agonism; AID 743266; HEK293 GP2 PTHR1 cells, GloSensor cAMP luminescence, 1 h; Potency, µM (titrated, usually from 115 µM), for the others: top-dose activation, most hits filed as activators; Q03431; 410,000 tested, 0.075% active; also: nearly all actives have a fitted effect of over 55% in size; some results filed as inactive show a strong effect at the top dose; inactives centre near -15; many of its hits are not listed in these tables
#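 HEK-293-derived GP2 cells expressing PTHR1 and a GloSensor cAMP reporter, 3,000/well, plated overnight, given luciferin plus IBMX (each 0.5 mM as added) for 1 h at 37 °C, then compound for 1 h at 37 °C. Luminescence was read after 15 min at room temperature.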
# TDP-43 yeast inh = inhibitors of TDP-43 toxicity in yeast; TDP-43 expressing yeast growth rescue, BacTiter-Glo, 24 h; Potency, µM (titrated, usually from 46.1 µM), for the others: at the highest dose growth rescue (activation), usual class: activators; 410,000 tested, 1.8% active; AID 652104; also: % of control where 0% means no effect; nearly all actives have a fitted effect of over 50% in size
#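 In this qHTS, compounds that restore growth of yeast expressing TDP-43 appear as activators. Cells (OD600=0.02, galactose medium, raffinose-pregrown) are incubated with compound 24 hr at 30 deg C and growth is quantified by BacTiter-Glo.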
# aSyn yeast inh = inhibitors of alpha-synuclein toxicity in yeast; Yeast expressing alpha-synuclein, growth rescue, BacTiter-Glo, 24 h; Potency, µM (doses to about 46.1 µM), without a hit: top-dose growth rescue (activation), usual class: activators; AID 652106; 370,000 tested, 0.14% active; also: % of control where 0% means no effect; nearly all actives have a fitted effect of over 65% in size
#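 Rescue of yeast growth: cells expressing toxic alpha-synuclein, induced in galactose at OD600 0.02, incubated with compound 24 h at 30 C. ATP luminescence quantified growth; inhibitors of toxicity appear as activators.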
# EPAC1 antagonist = blocks human EPAC1 exchange factor; EPAC1 GEF assay, Rap1b-BODIPY-GDP exchange fluorescence; 360,000 tested, 0.14% active; Potency, µM (top dose mostly 115 µM), for inactives: top-dose activity change, negative = inhibition, most hits filed as inhibitors; AID 720709;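 also: plate controls were vehicle for no effect and positive control for full effect; nearly all actives have a fitted effect of over 50% in size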
# Starred values were filed as active, the others as inactive; i = inactive; ? = inconclusive; . = not tested or not shown; [ ] = another dose, or the depositor's remark. Calls follow the shape of the dose curve; as a rule, active = well fitted curve in the direction sought with a large enough effect; inconclusive = small, poorly fitted or top-dose-only effect, or another doubt; inactive = no such curve, though single readings can be large; an effect the other way counts as inactive or inconclusive. Potency is read from the fitted curve at half-maximal effect. An excerpt, so the mix of outcomes need not match the whole.
mol | EPAC1 ag | EPAC2 antagonist | FUS suppressor | EPAC2 agonist | PTHR1 agonist | TDP-43 yeast inh | aSyn yeast inh | EPAC1 antagonist
O=C(COC(=O)c1ccc[nH]c1=O)Nc1cc(S(=O)(=O)N2CCCCC2)ccc1Cl | -7% | 25% | 42% | 6% | ? | -35%[inhibitor] | -21% | 2%
Cn1c(=O)c2c(nc(N3CCCCC3)n2CCSc2nc3ccccc3s2)n(C)c1=O | 12% | 3% | 19% | 8% | 5%[57.5 µM] | 0% | -1% | -5%
CCOC(=O)C1CCN(C(=O)c2cc3c(C)cc(C)cc3[nH]2)CC1 | -8% | -3% | -12% | 1% | -8% | ? | 8% | 10%
O=C(OCC(=O)N1CCCc2ccccc21)c1ccc(Br)o1 | 0% | -1% | -8% | 10% | i | -1% | 7% | -26%
Cc1ccc(C)c(NC(=S)N2CCC(NC(=O)c3cccc(F)c3)CC2)c1 | 9% | 1% | 3% | 9% | i | -11% | 0% | 11%
Cc1cccc2cccnc12 | 4% | -4% | -30% | -1% | -14% | -3% | 11% | 9%
COc1ccc2[nH]c(=O)c(CN(Cc3cccs3)Cc3nnnn3Cc3ccccc3)cc2c1 | 16% | -10% | 10% | 16% | -11% | -9% | . | -3%
Nc1c(NCCN2CCCCC2)c2ccccc2oc1=O | -14% | 3% | 1% | -7% | -4% | 2% | 1% | 6%
Cc1onc(-c2ccccc2Cl)c1C(=O)Nc1ccc(CN2CCCC2)cc1 | 0% | 5% | 10% | 11% | -7%[57.5 µM] | 22% | 2% | -1%
CCCn1c(CC)nc([N+](=O)[O-])c1Sc1ccc(C)cc1 | -1% | 6% | -2% | 5% | -28% | 15% | -2% | -11%
Cc1nnsc1C(=O)NNS(=O)(=O)c1cc(C(F)(F)F)cc(C(F)(F)F)c1 | -7% | -7% | 8% | 0% | i | 7% | 0% | 10%
COC(=O)C1=C(C)N(Cc2ccccc2)C(=O)N[C@H]1c1ccc(Br)cc1 | -7% | -10% | -2% | -8% | -66%[inhibitor] | -14% | -4% | 21%
CCO[C@@H]1OC(C(=O)O)=C[C@H](C)[C@H]1CCCO | 1% | 12% | -11% | 6% | -8% | -4% | -12% | 1%
O=C(CCc1ccccc1)N[C@@H]1c2ccccc2CC[C@@H]1OCc1ccccc1 | -6% | 14% | -21% | 3% | 26% | -13% | -7% | -3%
CC(C)C(=O)Nc1nnc(SCC(=O)NC2CCCC2)s1 | 11% | 3% | -4% | 9% | i | -17% | -7% | 5%
COc1ccc(CN2CCCC(N3CCc4ccccc4C3)C2)c(O)c1 (centres undefined) | 3% | 5% | -5% | 17% | -6% | -3% | -6% | -6%
CCCCCCCCNCCS(=O)(=O)NC1CCCCC1 | -18% | 10% | -8% | -6% | -25% | 2% | -6% | -28%
CN(C(=O)CSc1nncc2ccccc12)C1CCCCC1 | 14% | 5% | -19% | 3% | i | 5% | -2% | -6%
Cc1ccc(CNC(=O)c2cc3c(=O)n4ccccc4nc3n(Cc3ccco3)c2=N)cc1 | 0% | 1% | 30% | 1% | i | -16% | -6% | 11%
COc1ccc(S(=O)(=O)N2CN3CCN(C3)C2)cc1OC | -7% | 1% | -19% | 6% | i | 9% | -1% | 2%

# 7 entries from above, sorted by molar mass, high to low.
mol | EPAC1 ag | EPAC2 antagonist | FUS suppressor | EPAC2 agonist | PTHR1 agonist | TDP-43 yeast inh | aSyn yeast inh | EPAC1 antagonist
O=C(COC(=O)c1ccc[nH]c1=O)Nc1cc(S(=O)(=O)N2CCCCC2)ccc1Cl | -7% | 25% | 42% | 6% | ? | -35%[inhibitor] | -21% | 2%
Cc1nnsc1C(=O)NNS(=O)(=O)c1cc(C(F)(F)F)cc(C(F)(F)F)c1 | -7% | -7% | 8% | 0% | i | 7% | 0% | 10%
COC(=O)C1=C(C)N(Cc2ccccc2)C(=O)N[C@H]1c1ccc(Br)cc1 | -7% | -10% | -2% | -8% | -66%[inhibitor] | -14% | -4% | 21%
Cc1onc(-c2ccccc2Cl)c1C(=O)Nc1ccc(CN2CCCC2)cc1 | 0% | 5% | 10% | 11% | -7%[57.5 µM] | 22% | 2% | -1%
Nc1c(NCCN2CCCCC2)c2ccccc2oc1=O | -14% | 3% | 1% | -7% | -4% | 2% | 1% | 6%
CCO[C@@H]1OC(C(=O)O)=C[C@H](C)[C@H]1CCCO | 1% | 12% | -11% | 6% | -8% | -4% | -12% | 1%
Cc1cccc2cccnc12 | 4% | -4% | -30% | -1% | -14% | -3% | 11% | 9%

# Next section:
mol | EPAC1 ag | EPAC2 antagonist | FUS suppressor | EPAC2 agonist | PTHR1 agonist | TDP-43 yeast inh | aSyn yeast inh | EPAC1 antagonist
Cn1cccc1-c1cc(C(=O)N/N=C/c2ccc(F)cc2)[nH]n1 | 7% | -8% | 25% | 0% | 10% | -14% | -2% | ?
O=C(NCCNS(=O)(=O)c1ccccc1)c1ccc([N+](=O)[O-])cc1 | 5% | 1% | -14% | 9% | -7% | 4% | -2% | 6%
O=C(CSc1nc(-c2ccccc2)nc2c1CCCC2)c1ccc(F)cc1 | . | . | -4% | . | -8% | 13% | -7% | .
CN1CCN(NC(=O)C23CC4CC(CC(C4)C2)C3)CC1 | -3% | 5% | -26% | 11% | ? | -7% | -7% | 0%
C/C(=N\OCC(=O)OCC(=O)Nc1cc(S(C)(=O)=O)ccc1Cl)c1ccc2c(c1)OCO2 | -11% | -16% | -15% | 0% | i | -13% | 0% | 4%
COc1ccc(CN2CC(C(=O)NCc3ccc4c(c3)OCO4)CC2=O)cc1 (centres undefined) | 4% | 3% | 19% | 4% | -5% | -21% | 2% | 12%
COc1ccc(Cl)cc1-c1cc(C(=O)Nc2ccc(C)c(NS(C)(=O)=O)c2)[nH]n1 | -1% | 14% | -2% | 19% | -93%[inhibitor] | 5% | -2% | -16%
S=c1[nH]nc(-c2ccc(Cl)cc2)n1Cc1ccccc1 | 2% | 10% | 17% | 5% | -12%[57.5 µM] | 22% | 1% | 4%
C/C(NCCN1CCOCC1)=C(\C#N)C(N)=O | -5% | -12% | -19% | 0%[15.6 µM] | i | -5% | -10% | 4%
O=C(/C=C/c1ccccc1)NCC(=O)N/N=C/c1ccco1 | 9% | -9% | -1% | 5% | -21% | -10% | -4% | -1%
COC(=O)c1ccc(OS(=O)(=O)N(C)C)cc1 | -2% | -7% | -28% | 3% | i | 11% | -1% | 5%
COC(=O)c1ccc(CNC(=O)COC(=O)c2cc(Cl)ccc2O)cc1 | 3% | -1% | 30% | -6% | i | 13% | 4% | 0%
C=CCNc1nc(Cl)ncc1F | -4% | 2% | -1% | 3% | i | 14% | 2% | 19%
COC(=O)CSc1nc2sc3c(c2c(=O)[nH]1)CCC3 | 14% | -4% | 2% | 8% | -18% | 18% | -2% | 15%
COCC(=O)N(Cc1cc2ccc(C)c(C)c2n2nnnc12)C1CCCC1 | 0% | -13% | 18% | 4% | -6% | -10%[0.397 µM] | -2% | -1%
Cc1nc2c(-c3ccc(F)cc3)cnn2c(N)c1-c1ccccc1 | 9% | -24% | 37% | 10% | -27% | 13µM* | -16% | -4%
O=C(O)CC1(CC(=O)Nc2cc3ccccc3cn2)CCCCC1 | -5% | 4% | -9% | 12% | -11% | 17% | 13% | 13%
O=C(Nc1ccc2oc(-c3ccccc3Cl)nc2c1)c1ncn[nH]1 | 2% | -1% | 17% | 10% | -16% | -10% | 1% | 7%
Cn1c(=O)oc2cc(S(=O)(=O)NCc3ccc(C(=O)O)cc3)ccc21 | 7% | 9% | -28% | 24% | i | 2% | -4% | 5%
O=C(c1ccc(-c2ccc([N+](=O)[O-])cc2Cl)o1)N1CCOCC1 | 0% | 4% | -17% | 3% | i | -2% | -1% | 2%

# Continuation.
mol | EPAC1 ag | EPAC2 antagonist | FUS suppressor | EPAC2 agonist | PTHR1 agonist | TDP-43 yeast inh | aSyn yeast inh | EPAC1 antagonist
CCc1cc2c(=O)c(-c3nc(C)cs3)coc2cc1O | 3% | 1% | -1% | 0% | -14% | -5% | -7% | -10%
COc1ccccc1NS(=O)(=O)c1cc(N)ccc1N1CCOCC1 | -2% | 10% | 25% | 9% | -10% | -87%[inhibitor] | 5% | -8%
CCn1cc(C2=NC(CCSC)CO2)c2ccccc21 (centres undefined) | 4% | -13% | -6% | 13% | -1% | 0% | 0% | -7%
COc1ccc2oc(=O)c(C(=O)NCc3ccco3)cc2c1 | 5% | 0% | 19% | 10% | i | -13% | -1% | -33%
CC(C)N1CCc2c(sc(NC(=O)c3ccco3)c2C(N)=O)C1 | 1% | 0% | 32% | 9% | i | 2% | -1% | 0%
Cc1ccn2cc(CNS(=O)(=O)c3ccc4c(c3)OCCO4)nc2c1 | 4% | 3% | -10% | 12% | -8% | 0% | -1% | 5%
S=C(NCc1ccc(Cl)cc1)NCc1ccco1 | 11% | 14% | 8% | 17% | -5% | 28% | -6% | 19%
CCOC(=O)/C(=N\Nc1ccc(Cl)cc1)Sc1nnc(-c2ccc(OC)cc2)n1C | -17% | 13% | . | 10% | i | 13% | 0% | -8%
COc1cc(OC)cc(-c2nnc(SCC(=O)N3c4ccccc4Sc4ccccc43)o2)c1 | 7% | -6% | 1% | 11% | i | 8% | -2% | 6%
CCCCNC(=O)CSc1nc2ccccc2n1S(=O)(=O)c1ccc(Cl)cc1 | -7% | 14% | . | -3% | -27% | ? | -10% | -4%
Cc1ccc(C(=O)OCC(=O)N2CC(C)OC(C)C2)cc1 (centres undefined) | 5% | -3% | -2% | -2% | i | -17% | 0% | -1%
OCCCc1n[nH]c(=S)n1-c1ccccc1 | 0% | 6% | -12% | 13% | -1% | -7%[9.22 µM] | -3% | 2%
Cc1cc(C)c(C#N)c(SCC(=O)Nc2ccccc2)n1 | 8% | -5% | -9% | 5% | -6% | -11% | -1% | -5%
COc1ccc2c(c1)c(=O)oc1cc3occ(C(C)(C)C)c3cc12 | 13% | -1% | . | -10% | -14% | 4% | -2% | 1%
O=C(Nc1cccnc1)c1ccccc1NS(=O)(=O)c1ccc(F)cc1 | 9% | -17% | 14% | 12% | -27% | -2%[9.22 µM] | 0% | -5%
COc1cccc(CN2CCC2(C)C(=O)Nc2cnc3ccccc3c2)c1F (centres undefined) | 10% | -2% | -7% | 15% | -12% | 19% | 0% | -10%
O=C(N/N=C/c1cc([N+](=O)[O-])ccc1O)c1ccc2c(c1)OCCO2 | 0% | 21% | . | 9% | i | -21% | 1% | -7%
